Bioassay records: PubChem BioAssay, National Center for Advancing Translational Sciences (NCATS)
A549 viability: A549 cytotoxicity, counter-screen for Nrf2 inhibitors; A549 ARE-Fluc cells, CellTiter-Fluor viability, 18-24 h; Potency, µM (doses to about 46 µM), inactives show top-dose activity change, negative = cytotoxicity, hits mostly inhibitors; 390,000 tested, 0.16% active; AID 504648; also: potency is read from the fitted curve at half-maximal effect; % is scaled to controls: 0 for no effect and ±100 for the full control effect
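Cytotoxicity counterscreen: CellTiter-Fluor fluorescence was measured in A549 ARE_Fluc cells after 18-24 h of compound exposure in a concentration series. The subsequent BugLite luminescent read reports ARE-luciferase activity.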
Nrf2 block: blocks Nrf2 signaling; A549 ARE-Fluc reporter, luciferase luminescence, 18-24 h; Potency, µM (top dose mostly 46 µM), for inactives: at the top dose activity change, negative = inhibition, usual class: inhibitors; 360,000 tested, 2.1% active; also: potency is read from the fitted curve at half-maximal effect; % is scaled to controls: 0 for no effect and ±100 for the full control effect; nearly all actives have a fitted effect of over 60% in size
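Nrf2 activity is the BugLite luminescence, read 15 min after reagent at room temperature, following CellTiter-Fluor cytotoxicity readout (30 min, 37C). Compound titrations were applied for 18-24 h to 5000 A549 ARE_Fluc cells/well in 5% FBS OPTI-MEM.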
Nrf2 ARE act: Nrf2 pathway activation; AREc32 ARE-luciferase reporter (MCF7-derived line), luminescence, 24 h; Potency, µM (series often up to 46.1 µM), without a hit: at the top dose activation, actives largely listed as activators; 410,000 tested, 0.31% active; AID 624171; also: potency is read from the fitted curve at half-maximal effect; % of control where 0% means no effect; nearly all actives have a fitted effect of over 65% in size
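Nrf2 activation is followed as ARE-luciferase induction in the AREc32 line after one day of compound treatment; luminescence is read with Steady-Glo.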
HepG2 tox: HepG2 cytotoxicity, counter-screen for TGF-b inhibitors | HepG2 CAGA-GFP viability, ATP luminescence, 18 h | AID 588856 | 410,000 tested, 0.76% active | Potency, µM (highest dose often 46.1 µM), without a hit: top-dose activity change, negative = cytotoxicity, usual class: cytotoxic; also: potency is read from the fitted curve at half-maximal effect; some results filed as inactive show a strong effect at the top dose
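HepG2 CAGA-GFP cells (1000/well, DMEM with 1% FBS) received compound, then TGF-beta at 500 pg/mL final, and were incubated 18 hours at 37 degrees C. Viability was read by CellTiter-Glo luminescence. Media-only wells were set as complete cell-killing and DMSO as no toxicity.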
Mm-Cpn inhibitor: blocks the Methanococcus maripaludis chaperonin Mm-Cpn | purified Mm-Cpn ATPase, ADP Transcreener TR-FRET | Potency, µM (top dose mostly 76.9 µM), for the others: top-dose activity, negative = inhibition, actives largely listed as inhibitors | 330,000 tested, 0.031% active | AID 504842; also: potency is read from the fitted curve at half-maximal effect; % is scaled to controls: 0 for no effect and ±100 for the full control effect; nearly all actives have a fitted effect of over 80% in size
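Measured: ADP formation by purified Mm-CPN. Conditions: 25 nM protein, 10 uM ATP, Tris pH 7.4 with Mg2+, K+ and DTT, 37°C for 30 min. Detection: Transcreener HTRF after 30 min at room temperature.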
TGFb SMAD3 inh: blocks TGF-b signaling | HepG2 CAGA-GFP TGF-b/SMAD3 reporter, GFP fluorescence, 18 h; TGF-beta stimulated, 500 pg/mL final | Potency, µM (series often up to 46.1 µM), for inactives: at the highest dose activity, negative = inhibition, usual class: inhibitors | 410,000 tested, 1.2% active; also: potency is read from the fitted curve at half-maximal effect; % is scaled to controls: 0 for no effect and ±100 for the full control effect; nearly all actives have a fitted effect of over 65% in size
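HEPG2 CAGA-GFP, 1000 cells/well; 2 h settle, 37 C; cpd via pin tool; TGF-b 500 pg/mL final; 18 h, 37 C; GFP imaging ex488/em500-530; %Activity normalised to -TGF-b and +DMSO controls; CRC fit, curve class.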
Abeta yeast res: compounds reversing amyloid beta toxicity in yeast. yeast expressing A-beta42, growth rescue, OD600, 48 h; response scale: 0% DMSO, 100% iron-clioquinol control. Potency, µM (series often up to 46.1 µM), for the others: at the highest dose growth rescue, actives largely listed as activators. 410,000 tested, 0.063% active; also: potency is read from the fitted curve at half-maximal effect; nearly all actives have a fitted effect of over 55% in size
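Yeast growth medium received pinned compounds, then yeast cells expressing toxic A-beta were added; plates incubated at 30 C for 48 hr. Growth read as absorbance at 600 nm, normalized to DMSO and equimolar FeCl3 plus clioquinol controls.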
pAkt inh: blocks phosphorylation of Akt; activity change, % for hits at 50 µM; AID 651550; Neuro2A IGF-stimulated pAkt S473 HTRF, 20 min; hits give low values; 360,000 tested, 0.32% active; in the data active = activity change below about -80%; inconclusive = mostly about -51% to -80%; also: % is scaled to controls: 0 for no effect and ±100 for the full control effect
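Single-point screen (50 µM final compound) in Neuro2A cells stimulated 20 min with 6 nM IGF at 37 deg C. After lysis, Ser473-phosphorylated Akt read by HTRF (ex 330 nm, em 615/665 nm) as the 665/615 ratio.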
CCT chaperon mod: modulators of cytosolic chaperonin (CCT/TRiC) activity; purified chaperonin ATPase assay, HTRF ADP detection, 30 min; activity change, % (concentration not given with the values), hits read low; 360,000 tested, 0.3% active; AID 651819; in the data active = activity change below about -30%; also: % is scaled to controls: 0 for no effect and ±100 for the full control effect
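TRiC at 40 or 20 nM final (batch-dependent) in 30 mM Tris pH 7.4, 100 mM KCl, 5 mM MgCl2, 1 mM DTT, with compound at single 76 uM and 10 uM ATP, 30 min at 37 deg C. ADP detected by HTRF Transcreener, 665/615 ratio.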
An asterisk follows results filed as active; i = inactive; ? = inconclusive; / = not tested or not shown; & = joins results of further samples; [ ] = remark or other dose. Unless noted, calls follow the shape of the dose curve; as a rule, active = well fitted curve in the direction sought with a large enough effect; inconclusive = small, poorly fitted or top-dose-only effect, or another doubt; inactive = no such curve, though single readings can be large; an effect the other way counts as inactive or inconclusive.

SMILES	A549 viability	Nrf2 block	Nrf2 ARE act	HepG2 tox	Mm-Cpn inhibitor	TGFb SMAD3 inh	Abeta yeast res	pAkt inh	CCT chaperon mod
CCC(=O)NNc1nc2c(C)cc(C)cc2s1	2%	?	0.5%	-2%	-4%	1%	7%	i	-2.0
COc1cccc(C(=O)Nc2ccccc2C(=O)NC2CC2)c1	-4%	10%	2.9%	-2%	2%	2%	10%	i	0.4
CCN(CC(=O)Nc1ccc(NC(C)=O)cc1)C(=O)CCN1C(=O)C2CC=CCC2C1=O (stereo not drawn)	-10%	-14%	-0.2%	5%	-1%	-2%	1%	i	0.4
COc1ccc(CCNC(=O)c2ccc3nc[nH]c3c2)cc1	0%	0%	-0.4%	-4%	-3%	1%	-8%	i	-1.4
O=S(=O)(Nc1ccc2nc(-c3cccc(Cl)c3)oc2c1)c1ccccc1	4%	-22%	-0.9%	-108%	/	?	4%	/	/
CC1CCN(C2=C(NS(=O)(=O)c3ccc(Br)cc3)C(=O)c3ccccc3C2=O)CC1	5%	0%	6.6%	-43%	1%	?	/	i	0.3
COc1ccc(S(=O)(=O)N2C[C@H]3CON(C)[C@H]3C[C@H]2c2ccc(-c3cccc(F)c3)cc2)cc1	/	/	5.3%	-25%	/	?	13%	i	0.7
CCOC(=O)C1CCCN(C(=O)c2cc3nc(-c4cccc(OC)c4)cc(C(F)(F)F)n3n2)C1 (stereo not drawn)	-26%	?	-0.6%	-32%	-1%	-7%	-16%	i	-3.3
Cc1ncc(CO)c(/C=N/NC(=O)c2cccc(S(=O)(=O)N3CCCC3)c2)c1O	-1%	0%	0.0%	-40%	-7%	1%	-36%	i	-0.2
CCCCCC(C)NC(=S)NC(=O)c1cc(S(=O)(=O)N2CCOCC2)ccc1C (stereo not drawn)	0%	?	1.8%	16%	0%	11µM*	27%	i	0.5
CCc1ccc(S(=O)(=O)Nc2ccc(Cl)cn2)cc1	10%	?	-1.4%	-12%	-2%	-1%	-16%	i	-2.7
CCOc1ccccc1N1CC(c2nc3ccccc3n2Cc2c(C)cc(C)cc2C)CC1=O (stereo not drawn)	?	?	2.6%	-64%	/	55%[activator]	-8%	/	/
O=C(/C=C/c1ccc(S(=O)(=O)N2CCOCC2)cc1)Nc1ccc(F)c(F)c1F	1%	?	3.1%	-13%	1%	-9%	6%	i	3.1
Fc1cccc(Cl)c1Cn1ncc2ccccc21	5%	25%	0.3%	-2%	-2%	3%	13%	i	-1.3
Clc1ccc2nc(-c3ccc(Br)o3)c(Nc3ccc4c(c3)OCCO4)n2c1	6%	3%	5.7%	-26%	/	-6%	-18%	/	/
O=C(N/N=C/c1ccccc1Cl)c1[nH]c2ccc(Br)cc2c1-c1ccccc1	?	?	5.2%	-27%	-27%	84%[activator]	7%	i	0.3
COc1ccc2c3c(cccc13)C(=O)N(O)C2=O	?	?	8.8%	-8%	-1%	?	-1%	i	-0.6
O=C(c1ccc(-c2ccccc2)cc1)N1CCN(c2ccccc2F)CC1	8%	0%	0.3%	-35%	2%	?	-18%	i	-15
CN(C)c1ccc(C2N(c3ccc(Cl)cc3)C(=O)C3CCCN32)cc1 (stereo not drawn)	-2%	-10%	0.6%	-14%	0%	4%	3%	i	-0.9
O=C(N/N=C/c1ccc(N2CCOCC2)s1)c1ccc(NS(=O)(=O)c2cccs2)cc1	-14%	?	-0.3%	1%	-18%	2%	4%	i	1.1

Another view of some results above:
Sequence of screens – A549 viability	Nrf2 block	Nrf2 ARE act	HepG2 tox	Mm-Cpn inhibitor	TGFb SMAD3 inh	Abeta yeast res	pAkt inh	CCT chaperon mod
O=S(=O)(Nc1ccc2nc(-c3cccc(Cl)c3)oc2c1)c1ccccc1
 : 4%	-22%	-0.9%	-108%	/	?	4%	/	/
CC1CCN(C2=C(NS(=O)(=O)c3ccc(Br)cc3)C(=O)c3ccccc3C2=O)CC1
 : 5%	0%	6.6%	-43%	1%	?	/	i	0.3
COc1ccc(S(=O)(=O)N2C[C@H]3CON(C)[C@H]3C[C@H]2c2ccc(-c3cccc(F)c3)cc2)cc1
 : /	/	5.3%	-25%	/	?	13%	i	0.7
CCOC(=O)C1CCCN(C(=O)c2cc3nc(-c4cccc(OC)c4)cc(C(F)(F)F)n3n2)C1 (stereo not drawn)
 : -26%	?	-0.6%	-32%	-1%	-7%	-16%	i	-3.3
Cc1ncc(CO)c(/C=N/NC(=O)c2cccc(S(=O)(=O)N3CCCC3)c2)c1O
 : -1%	0%	0.0%	-40%	-7%	1%	-36%	i	-0.2
CCCCCC(C)NC(=S)NC(=O)c1cc(S(=O)(=O)N2CCOCC2)ccc1C (stereo not drawn)
 : 0%	?	1.8%	16%	0%	11µM*	27%	i	0.5
CCc1ccc(S(=O)(=O)Nc2ccc(Cl)cn2)cc1
 : 10%	?	-1.4%	-12%	-2%	-1%	-16%	i	-2.7
CCOc1ccccc1N1CC(c2nc3ccccc3n2Cc2c(C)cc(C)cc2C)CC1=O (stereo not drawn)
 : ?	?	2.6%	-64%	/	55%[activator]	-8%	/	/
O=C(/C=C/c1ccc(S(=O)(=O)N2CCOCC2)cc1)Nc1ccc(F)c(F)c1F
 : 1%	?	3.1%	-13%	1%	-9%	6%	i	3.1
Fc1cccc(Cl)c1Cn1ncc2ccccc21
 : 5%	25%	0.3%	-2%	-2%	3%	13%	i	-1.3
Clc1ccc2nc(-c3ccc(Br)o3)c(Nc3ccc4c(c3)OCCO4)n2c1
 : 6%	3%	5.7%	-26%	/	-6%	-18%	/	/
O=C(N/N=C/c1ccccc1Cl)c1[nH]c2ccc(Br)cc2c1-c1ccccc1
 : ?	?	5.2%	-27%	-27%	84%[activator]	7%	i	0.3
COc1ccc2c3c(cccc13)C(=O)N(O)C2=O
 : ?	?	8.8%	-8%	-1%	?	-1%	i	-0.6

Next entries
SMILES	A549 viability	Nrf2 block	Nrf2 ARE act	HepG2 tox	Mm-Cpn inhibitor	TGFb SMAD3 inh	Abeta yeast res	pAkt inh	CCT chaperon mod
Cc1cc(C)c2c(-n3cccc3)c(C(=O)NNS(=O)(=O)c3ccc(F)cc3)sc2n1	2%	12%	-0.8%	-11%	0%	-3%	11%	i	-2.2
CCOC(=O)C1CCCN(C(=O)C2CCN(S(=O)(=O)CC)CC2)C1 (stereo not drawn)	2%	-10%	0.3%	-48%	1%	8%	23%	i	-2.6
CS(=O)(=O)N1CCC(Oc2ccccc2C(=O)NCCCc2cccnc2)CC1	4%	-22%	-0.5%	-19%	0%	2%	6%	i	-2.5
COc1ccc(C(=O)Nc2ccc(N3CCCCC3)cc2)cc1Br	0%	12%	2.5%	7%	1%	28%	4%	i	-0.6
COc1ccc(NS(=O)(=O)c2ccc(-n3nnc4ccccc43)c([N+](=O)[O-])c2)cc1	3%[1.84 µM]	?	1.9%	-14%	3%	?	-15%	i	-1.7
CCN(c1ncnc2c1cnn2-c1cc(Cl)ccc1C)C1CCCCC1	9%	/	2.1%	-33%	/	?	-7%	/	/
O=C(Nc1ccccc1)c1cc2ccccc2c(=O)s1	-5%	-8%	10µM*	3%	0%	15%	6%	i	-5.5
O=C(CCCC(=O)N(CC(=O)NC1CCCCC1)Cc1ccc2c(c1)OCO2)Nc1ccccn1	6%	11%	0.6%	13%	0%	-1%	-9%	i	-3.8
Nc1nc(Cn2nnc(-c3ccccc3F)n2)nc(N2CCOCC2)n1	-3%	5%	-0.3%	3%	0%	?	13%	i	-2.2
CCOC(=O)c1ccc2c(c1)nc(C)n2CC	22%	?	2.5%	-9%	/	-2%	-7%	i	-4.0
C=CCSc1nnc(CNC(=O)c2ccccc2C)n1C(C)C	0%	-14%	0.0%	6%	1%	9%	0%	i	-0.7
CCN1C(=O)/C(=C/c2cnn(CC)c2C)SC1=S	-1%	3%	0.1%	-41%	2%	-23%	1%	i	-3.7
Cc1ccc(NC(=O)CC(=O)c2ccccc2)cc1C	-1%	19%	3.0%	-19%	-4%	?	-8%	i	0.2
COc1ccc2[nH]c(C)c(C(=O)CN(C)C)c2c1	25%	7%	0.1%	-3%&-2%	-16%	-8%&-15%	7%	i	1.9
C#CCOCCOCCOCCNc1nc(N2CCN(C(=O)[C@H](C(C)C)n3cc(CCO)nn3)CC2)nc(N2CCN(C(=O)[C@H]([C@@H](C)CC)n3cc(CCC(=O)O)nn3)CC2)n1	6%	0%	-0.2%	10%	/	40%[activator]	-25%	i	-2.9
COc1ccc(Nc2nc(-c3ccccc3)nc3ccccc23)cc1	-2%	13%	1.2%	-33%	-5%	?	-17%	i	0.8
COc1ccccc1C(CNC(=O)c1ccco1)N1CCCC1 (stereo not drawn)	4%	23%	3.7%	-23%	-6%	-6%	-14%	i	-1.0
COc1cc(OC)cc(-n2nnnc2SCC(=O)NCc2ccc3c(c2)OCO3)c1	2%	1%	-1.1%	8%	0%	-23%	-5%	/	0.2
COc1ccc(N2CCN(C(=O)c3ccccc3NC(=O)C3=C(C)OCCS3)CC2)cc1	0%	-12%	-0.4%	4%	0%	7%	4%	i	1.8
CNCc1c(C)nn(-c2ccccc2)c1C	3%	4%	-0.7%	-18%	-3%	?	-8%	i	0.9
